High-throughput results: PubChem, several laboratories
LMP1 NFkB inh – reduces LMP1-driven NF-kappaB luciferase signal; LMP1-induced NF-kappaB luciferase reporter cells, luminescence; inhibition, % at 12.5 µM; hit rate 0.69% among 350,000; AID 504558; in the data active means inhibition above about 41%;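 further: 0% = neutral control wells and 100% = reference inhibitor control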
TLR9-MyD88 block – TLR9-MyD88 interaction inhibition; hit rate 0.21% among 340,000; inhibition, % at 4.98 µM; CHO BLA complementation TLR9-MyD88, CCF4 FRET ratio;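 active means inhibition above the mean over all tested compounds plus 3 SD, cut at about 21% in these data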;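 further: 0% = DMSO only wells and 100% = clavulanate BLA inhibitor control wells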
NCOA2 inhibitor – inhibits human steroid receptor coactivator 2; HEK293 GAL4-SRC2 luciferase reporter, luminescence; inhibition, % at 9 µM; hit rate 0.17% among 370,000; AID 651957;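 active means inhibition above the mean inhibition of all tested compounds plus 3 SD, set per campaign, cut at about 52% in these data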;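 further: 0% = DMSO treated cells and 100% = cells given Gossypol at 36 µM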
TROY NFkB inh – inhibitors of TROY-dependent NF-kB signaling. hit rate 0.98% among 360,000. Q293 LMP1-TROYcd NF-kB luciferase reporter, 4 h. inhibition, % at 10 µM;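 active means compounds whose plate-normalised and pattern-corrected inhibition of the luciferase reporter signal at the single screening dose is 50% or more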
TWEAK-Fn14 inh – inhibitors of TWEAK-Fn14 interaction signaling. hit rate 2% among 360,000. AID 1159606. inhibition, % at 10 µM. TWEAK-stimulated Fn14 reporter cells, luciferase luminescence, 8 h; in the data active means inhibition above about 50%
C8 TRAIL sens – caspase-8 TRAIL sensitization | hit rate 1% among 360,000 | inhibition (viability loss, TRAIL sensitization), % at 10 µM | NB7+C8 cells + TRAIL, ATPlite viability luminescence;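 active means compounds causing at least 50% loss of cell viability in the single-dose screen, relative to plate controls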
SRC3 inh – inhibitors of human steroid receptor coactivator 3 (SRC3); AID 588352; inhibition, % at 3.6 µM; HEK293 GAL4-SRC3 luciferase reporter, luminescence; hit rate 0.17% among 360,000;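 active means inhibition above a per-campaign cutoff, the mean of all compounds plus 3 SD, cut at about 60% in these data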;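 further: 0% = DMSO-treated cells and 100% = gossypol-treated cells at 36 µM; higher means less SRC3-driven luciferase light from the GAL4 reporter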
NCOA1 inh – inhibitors of human steroid receptor coactivator 1 (SRC1). Q15788. inhibition, % at 3.6 µM. hit rate 0.12% among 360,000. HEK293 GAL4-SRC1 luciferase reporter, luminescence. AID 588354;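 active means inhibition above the campaign mean plus 3 SD, with each screening campaign given its own cutoff, cut at about 60% in these data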;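 further: 0% = DMSO treated cells and 100% = gossypol at 36 µM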
COUP-TFII inh – inhibitors of human COUP-TFII (NR2F2). P24468. HEK293T NGFI-A luciferase reporter, luminescence. inhibition, % at 8.6 µM. hit rate 0.7% among 370,000;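 active means inhibition above a per-plate cutoff, mean inhibition of test wells between control levels plus 3 SD, cut at about 38% in these data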;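 further: cells cotransfected with COUP-TFII expression vector driving the NGFI-A reporter; 0% = median of COUP-TF2 test wells and 100% = reporter-only cells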
Target sequence (P24468 whole entry, looked up): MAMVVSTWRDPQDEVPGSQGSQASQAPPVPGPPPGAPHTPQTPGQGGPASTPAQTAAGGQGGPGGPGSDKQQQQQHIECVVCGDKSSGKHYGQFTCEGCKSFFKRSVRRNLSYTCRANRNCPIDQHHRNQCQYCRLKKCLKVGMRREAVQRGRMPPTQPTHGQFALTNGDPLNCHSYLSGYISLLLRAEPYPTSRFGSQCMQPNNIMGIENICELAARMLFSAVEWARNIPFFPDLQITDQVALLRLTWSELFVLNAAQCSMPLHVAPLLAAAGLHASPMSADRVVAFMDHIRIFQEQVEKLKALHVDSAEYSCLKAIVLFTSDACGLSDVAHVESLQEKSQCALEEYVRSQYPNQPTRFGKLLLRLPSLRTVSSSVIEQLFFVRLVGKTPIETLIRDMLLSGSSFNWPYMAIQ
NOD2-RIPK2 inh – NOD2-RIPK2 protein interaction inhibition | O43353 | CHO BLA complementation NOD2-RIPK2, CCF4 ratio | inhibition, % at 4.98 µM | hit rate 0.38% among 360,000; in the data active means inhibition above about 21%;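 further: 0% = vehicle only and 100% = reference blocker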
Target sequence (O43353 whole entry, looked up): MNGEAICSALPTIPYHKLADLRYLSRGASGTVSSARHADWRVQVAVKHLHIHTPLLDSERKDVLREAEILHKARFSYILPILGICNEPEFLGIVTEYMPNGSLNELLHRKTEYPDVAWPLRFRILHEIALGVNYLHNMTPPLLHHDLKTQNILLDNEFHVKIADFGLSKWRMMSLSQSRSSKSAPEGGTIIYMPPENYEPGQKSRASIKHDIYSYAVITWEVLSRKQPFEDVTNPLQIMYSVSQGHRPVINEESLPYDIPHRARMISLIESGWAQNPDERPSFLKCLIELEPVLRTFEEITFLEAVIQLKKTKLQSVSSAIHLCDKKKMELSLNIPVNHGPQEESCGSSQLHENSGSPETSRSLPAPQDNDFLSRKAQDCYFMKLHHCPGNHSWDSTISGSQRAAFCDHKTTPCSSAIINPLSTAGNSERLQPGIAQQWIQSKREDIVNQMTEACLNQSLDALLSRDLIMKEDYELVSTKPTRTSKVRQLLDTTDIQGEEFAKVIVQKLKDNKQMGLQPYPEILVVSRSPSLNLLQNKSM
LRH-1 inv ag – suppresses constitutive activity of human LRH-1. HEK293T StAR-luciferase reporter, LRH-1 transfected, 24 h. hit rate 0.13% among 360,000. inhibition, % at 3.6 µM. O00482;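 active means inhibition above the mean inhibition of all tested compounds plus 3 SD, cut at about 73% in these data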;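 further: 0% = DMSO wells and 100% = reporter-only cells lacking LRH-1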
An asterisk follows results filed as active; · = not tested or not shown.

SMILES	LMP1 NFkB inh	TLR9-MyD88 block	NCOA2 inhibitor	TROY NFkB inh	TWEAK-Fn14 inh	C8 TRAIL sens	SRC3 inh	NCOA1 inh	COUP-TFII inh	NOD2-RIPK2 inh	LRH-1 inv ag
COc1ccc(OCCCNCCc2ccccc2)cc1	-20.8	1.3	-35.3	0.2	10.7	-11.4	11.6	-9.7	-8.2	-1.6	10.7
CC1(c2ccc3c(c2)OCCO3)NC(=O)N(CC(=O)Nc2ccccc2SCC#N)C1=O (stereo not drawn)	3.0	-1.6	-31.4	15.5	-6.0	1.1	-7.8	-14.4	-8.2	-2.4	12.3
COC(=O)c1ccc2nc(-c3ccc(Cl)cc3)c(Cc3cccc(F)c3)n2c1	·	·	4.0	-12.7	1.6	1.5	-8.6	-15.1	-11.6	-3.0	-33.3
O=C(CN(CCCN1CCOCC1)C(=O)Cn1nnc(-c2ccc(F)cc2)n1)NC1CCCCC1	8.5	4.8	-20.4	6.6	8.6	-14.7	15.6	10.8	-7.3	-5.7	-26.8
CCOC(=O)[C@H]1[C@H]2COc3ccccc3[C@@H]2N2C(=O)c3cc(OC)c(OC)cc3NC(=O)[C@@]12C	5.9	2.0	-32.4	1.0	-0.7	6.8	9.3	-10.2	-20.9	-2.4	-4.9
O=[N+]([O-])C(/C=C(/Cl)[N+](=O)[O-])=C(N1CCCCC1)N1CCCCC1	-1.5	-1.8	-6.3	10.1	4.3	-11.1	6.4	9.6	23.9	3.4	-0.9
O=C(Nc1ccccc1)c1ccccc1CSc1ccccc1	1.9	-0.6	-15.1	-23.8	7.1	15.9	-11.9	8.6	-2.1	4.2	-12.5
CC1(C(=O)Nc2ccccc2)CCN1C(=O)Cc1ccc(-c2ccccc2)cc1 (stereo not drawn)	·	·	21.5	16.3	37.3	7.4	1.9	2.9	28.6	-4.5	26.2
Cc1cc2c(NS(=O)(=O)c3ccc(F)cc3)cccc2nn1	11.7	·	-33.4	0.4	-11.8	9.7	15.5	13.9	-12.8	-2.5	10.9
O=C(Nc1ccc2c(c1)OCCO2)c1ccccc1F	27.8	-8.9	-51.9	8.2	53.3*	48.5	-83.0	-110.4	-45.5	0.9	-161.8
CCOC(=O)N1CCN(S(=O)(=O)c2ccc(OCC)c(C)c2)CC1	3.8	-3.3	-30.2	-17.4	14.6	3.9	-9.4	-0.1	-5.9	-5.3	-2.2
CN1CC[C@]2(CCN3CCc4c(oc5ccccc45)[C@@H]3C2)N(C)C1=O	-3.0	-6.5	-10.6	-12.6	19.4	-26.6	6.1	-9.9	-22.1	4.3	-14.5
c1ccc2c(CCc3ccncc3)cccc2c1	9.1	-7.2	6.9	3.8	-8.3	8.4	-0.2	18.1	1.7	3.5	-7.4
N#Cc1cccc(NC(=O)NCCc2c[nH]c3ccccc23)c1	-0.1	7.2	18.3	7.5	12.2	6.1	-5.7	2.7	24.1	4.7	4.4
CC(=O)/C=C(\C)Nc1ccc(-c2cnc(-c3ccccc3)o2)cc1	-31.9	7.2	-53.1	-64.4	-14.7	21.4	-84.0	-112.9	-50.8	-0.8	-93.3
COc1ccc(C(=O)Nc2ccccc2C(=O)N2CCCCCC2)cc1OC	-6.5	-7.3	9.7	3.8	5.6	-3.4	5.7	-60.7	-10.6	-2.4	0.6
O=c1[nH]c(C2CCN(S(=O)(=O)c3ccc([N+](=O)[O-])cc3)CC2)nc2c1nnn2Cc1ccccc1	-5.5	3.1	-38.8	2.3	-4.2	21.9	0.0	-1.8	6.9	0.6	-2.9
C#CCNC(=O)C1=C[C@@H](c2coc3ccccc3c2=O)[C@H](CCCO)[C@@H](OCC)O1	-5.6	4.3	-16.9	-3.9	-2.3	-5.9	-16.8	9.1	-5.7	-6.2	8.5
CCn1c(CCCCc2n[nH]c(=S)n2CC)n[nH]c1=S	-1.0	8.4	4.8	4.5	3.2	-3.4	12.4	5.7	-3.2	5.7	6.2
COc1ccc2ccccc2c1-c1sc(Nc2ccccc2)n[n+]1-c1ccc(F)cc1	2.4	8.2	-0.6	23.9	-47.0	46.5	2.8	-1.5	0.8	31.7*	10.7
Cn1c(C(=O)N2CCC(C(=O)N3CCOCC3)CC2)cc2sccc21	-4.9	0.8	-32.2	5.2	-1.3	-4.5	-1.3	-10.5	4.8	-12.1	0.3
COc1ccc(NC(=S)NC(=O)c2cncc(Br)c2)cc1	-4.1	-0.3	-20.4	-6.1	19.9	-24.6	-0.9	-2.4	6.9	-13.7	-8.9
O=C(c1cccc(S(=O)(=O)N2CCOCC2)c1)N1CCN(Cc2ccc3c(c2)OCO3)CC1	2.0	-0.2	-19.9	10.5	18.0	-2.0	-8.1	-14.8	10.0	-5.2	-3.5
COc1ccc([C@H]2C[C@H](O)[C@@H](n3cc(-c4ccc(F)cc4)nn3)CN2C(=O)C2CCCCC2)cc1	1.3	-5.5	-17.5	-6.5	8.0	19.2	1.6	-2.9	-5.5	-17.5	-12.5
COCCCNS(=O)(=O)c1ccc(Oc2ncc(C(F)(F)F)cc2Cl)cc1	-3.1	0.7	4.3	6.3	-1.4	13.1	19.2	-9.7	5.7	-0.8	23.8
COc1cccc(OCCn2c(C)c(/C=N/n3cnnc3)c3ccccc32)c1	6.7	3.4	-34.9	25.6	19.5	26.9	30.3	6.0	-12.2	-2.6	1.0
CC(C)(C)C(=O)Nc1cccc(-c2nc3ccccc3[nH]2)c1	-16.4	-1.0	-8.8	·	20.2	1.5	-27.4	-10.7	1.2	-6.3	-8.4
N#Cc1ccc2nc3c(nc2c1)CCCC3	0.9	-4.0	-12.3	15.3	5.2	-2.7	-20.5	3.1	-23.3	2.6	-13.4
COCCCN1C(=O)C(O)=C(C(C)=O)C1c1cccc(F)c1 (stereo not drawn)	-11.3	-9.1	-10.5	10.7	-11.6	-7.5	0.5	-18.1	-11.6	2.9	-0.4
COC(=O)c1ccccc1NS(=O)(=O)c1ccc(F)cc1	-4.4	-4.9	-1.1	9.8	9.7	11.3	15.2	0.2	-7.8	-23.3	0.2

Complete entries as entered above. Order of values: LMP1 NFkB inh, TLR9-MyD88 block, NCOA2 inhibitor, TROY NFkB inh, TWEAK-Fn14 inh, C8 TRAIL sens, SRC3 inh, NCOA1 inh, COUP-TFII inh, NOD2-RIPK2 inh, LRH-1 inv ag
CCOC(=O)N1CCN(S(=O)(=O)c2ccc(OCC)c(C)c2)CC1 is listed with 3.8, -3.3, -30.2, -17.4, 14.6, 3.9, -9.4, -0.1, -5.9, -5.3, -2.2
COc1ccc(C(=O)Nc2ccccc2C(=O)N2CCCCCC2)cc1OC is listed with -6.5, -7.3, 9.7, 3.8, 5.6, -3.4, 5.7, -60.7, -10.6, -2.4, 0.6

The listing continues.
SMILES	LMP1 NFkB inh	TLR9-MyD88 block	NCOA2 inhibitor	TROY NFkB inh	TWEAK-Fn14 inh	C8 TRAIL sens	SRC3 inh	NCOA1 inh	COUP-TFII inh	NOD2-RIPK2 inh	LRH-1 inv ag
Cc1cc2c(c(SCC(=O)NCCc3ccccc3)n1)C(=O)OC2	-1.4	-0.9	-12.1	6.8	-2.2	9.0	9.1	2.0	9.9	-1.1	-7.4
COc1ccc2cc(-c3[nH]ncc3CNCCn3nc(C)cc3C)ccc2c1	8.5	-8.9	-35.5	38.2	2.8	-9.0	14.4	-35.4	25.3	-10.8	-30.1
CC(=O)Nc1sc2c(c1C(c1ccccc1Cl)N1CCN(CCO)CC1)CCCC2 (stereo not drawn)	-14.9	2.0	5.5	4.1	32.1	-11.8	11.4	-15.5	10.3	-11.5	-1.3
COc1ccc(C(=O)Nc2cc(-c3nn4c(C)nnc4s3)ccc2C)cc1	15.2	-11.1	-24.3	-10.2	10.7	3.5	15.7	6.7	-13.2	-7.8	6.3
CN1C(=O)[C@H]2[C@@H](c3ccc(C(F)(F)F)cc3)N[C@]3(CCCN(Cc4cccn4C)C3=O)[C@H]2C1=O	-0.8	-1.0	-0.3	-9.1	11.7	5.4	-9.3	-23.0	9.4	-3.0	-27.5
CCOc1ccc(S(=O)(=O)NCCC(=O)NCC(c2cccs2)N2CCOCC2)cc1 (stereo not drawn)	5.7	-6.8	-13.1	-12.7	13.5	1.6	-43.3	10.2	26.9	-6.9	3.6
O=C(c1ccc(Cl)cc1)N1C2C=CC(C2)C1(C(F)(F)F)C(F)(F)F (stereo not drawn)	4.8	2.8	-12.1	10.5	-9.7	-1.9	4.5	-65.4	6.6	2.8	1.0
CC/C(Cc1ccccc1)=N/NC(=O)c1cccc(Br)c1	-3.2	3.1	-51.0	39.9	5.6	2.6	7.5	-3.5	-21.4	3.1	-20.2
COc1cc(/C=C/C(=O)N2CCN(C)CC2)cc(S(=O)(=O)N2CCc3ccccc32)c1OC	-1.1	-7.5	4.4	15.5	12.6	10.0	2.4	-0.9	4.9	4.7	-5.2
COc1ccccc1NS(=O)(=O)c1cccc(NC(=O)CCNC(=O)c2ccccc2OC)c1	2.2	2.9	0.2	3.2	5.9	5.2	16.2	-6.6	9.6	1.4	6.4
CCOC(=O)c1c(NC(=O)C(F)(OC)C(F)(F)F)sc2c1CCN(C)C2 (stereo not drawn)	-5.3	-2.2	-2.8	2.9	13.3	-0.8	1.6	7.5	9.1	-6.3	14.9
COc1ccc2oc(C)c(NC(C)=O)c2c1	14.0	1.2	-27.1	8.6	-5.5	-4.7	-9.0	16.4	-9.4	-2.5	9.1
COc1ccc(OCc2cc(C(=O)N(C)CC3CCCCO3)no2)c(Cl)c1 (stereo not drawn)	-24.7	10.7	-17.1	-20.4	-23.9	-23.4	-22.8	-58.2	-18.0	-0.3	-61.0
COc1ccccc1-c1nnc(SCC(=O)NC2CCCCC2)n1C	-8.3	1.2	6.3	-7.3	16.2	-8.9	10.1	1.0	6.9	5.0	13.9
O=[N+]([O-])c1ccc(Cl)c(CN2CCN(c3ncc(Cc4ccccc4)cn3)CC2)c1	·	·	3.6	·	·	-7.3	·	·	32.6	-14.7	9.5
O=C(Nc1nnc(-c2ccccc2)o1)Nc1ccc(F)cc1F	-1.3	-6.7	-0.6	-0.8	3.8	-4.5	17.0	2.0	3.6	-10.1	10.2
Cc1csc(C(C#N)C(=O)c2cc3ccccc3o2)n1 (stereo not drawn)	8.2	0.6	-26.3	-41.3	8.2	59.4*	-66.8	-99.6	-35.7	-17.3	-71.7
COc1ccc(OC)c(NC(=O)Nc2ccc(Cl)cc2)c1	11.2	1.9	·	-49.8	3.8	-13.1	2.7	-5.0	·	-1.3	-37.6
COC(=O)C1=C(C)n2nnnc2NC1c1ccc(Cl)cc1 (stereo not drawn)	-4.9	0.7	-0.5	-1.6	8.5	23.6	26.9	12.5	3.3	-2.7	-6.3
CC(=O)C1=C(C)NC(=O)CC1c1ccccc1Cl (stereo not drawn)	7.6	6.7	-9.5	0.2	6.3	-11.1	-15.6	1.8	7.9	-20.8	-6.3
CN(CCc1ccccc1)C(=O)c1ccc(NC(=O)Cc2cccc(NC(=O)C3CCN(C(=O)c4ccccc4)CC3)c2)cc1	-5.2	-0.7	-3.6	-1.8	5.1	7.5	-2.8	-4.1	-4.2	-2.8	11.2
C1COCCNCCOCCOCCOCCN1	-2.0	2.8	1.4	1.4	-11.1	-5.2	1.1	-7.3	7.0	2.0	3.0
COc1cc(C(=O)C(O)c2ccc(O)c(OC)c2)ccc1O (stereo not drawn)	3.3	-3.4	-28.4	1.1	-19.6	-7.1	-6.2	0.6	-7.5	-0.8	3.2
Cc1cccc(C)c1NC(=O)CSc1nnc(-c2ccoc2C)n1CCc1ccccc1	-25.3	4.8	1.6	2.6	-14.6	-0.7	-11.8	-44.5	10.3	-2.2	5.9

This is a subset. The share of hits here may be higher or lower than overall.
